Bioassay records (PubChem)
KLF5 inhibitor: inhibitors of KLF5 expression | DLD-1 KLF5 promoter-luciferase reporter, luminescence | actives 0.23% (n = 290,000) | AID 1700 | inhibition, % at 5 µM;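 active = inhibition above a per-plate limit of that plate's mean compound inhibition plus 3 SD, cut at about 60% in these data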;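 note: 0% = DMSO wells and 100% = LY294002 at 200 µM; higher means less KLF5 promoter-driven luciferase light; inactives centre near -14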
AI-2 QS mod: modulators of Vibrio harveyi AI-2 quorum sensing system; Vibrio harveyi JMH597 AI-2 luminescence/OD600 ratio, 9 h; stronger effect = lower value; strain lacks LuxN and CqsS sensors; 0 = neutral-control median; actives 0.4% (n = 300,000); activity change, % at 7.5 µM; AID 2094; in the data active = activity change below about -75%, passing the limit was not always enough;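 note: luminescence divided by OD600 gain over 9 h not by final OD600 alone; inactives centre near 13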
IEC-6 cytotox: IEC-6 cytotoxicity, counter-screen for KLF5 inhibitors. AID 1825. inhibition, % at 5 µM. actives 0.78% (n = 290,000). luminescence viability; in the data active = inhibition above about 22%;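 note: 0% = plate median of test compound wells and 100% = cytotoxic reference compound wells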
HSF1 activator: increases HSF-1 driven luciferase reporter signal; NIH3T3-HGL HSF-1 luciferase reporter, MG132, 8 h; 100% = twice DMSO control signal; activation, % at 9 µM; actives 1.7% (n = 300,000); AID 504408;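 active = mean replicate activation of at least 50% with a set share of replicates each reaching 50%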;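 note: 0% = median of the neutral control wells and 100% = twice that signal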
Platelet DG rel: modulates dense granule release in human platelets; human platelet-rich plasma, SFLLRN dense granule ATP release, luminescence; AID 1663; inhibition, %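 (compounds screened at 7.5 µM in platelet-rich plasma)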; actives 0.22% (n = 300,000);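 active = mean replicate score, as percent of positive control, at or above 50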
aSyn UTR inh: MLPCN primary screen, SNCA 5' untranslated region. inhibition, % (tested at 7.5 µM). alpha-synuclein 5'UTR reporter, inhibitor activity. actives 0.82% (n = 300,000). AID 1813; in the data active = inhibition above about 60%;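 note: H4 neuroglioblastoma cells stably carrying SNCA 5'UTR luciferase fusion; 0% = DMSO wells and 100% = positive control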
HIF act: HIF pathway transcriptional activation; U2OS HRE-luciferase reporter, luminescence; normalized: DMSO 0%, desferrioxamine 100%; activation, % at 7.5 µM (by protocol); actives 0.32% (n = 300,000); AID 1910;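 active = mean activation of at least 10% of the iron chelator positive control signal, with at least half of replicates also reaching 10%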
HSF1 inh: HSF1 inhibition; NIH3T3-HGL HSE-luciferase, MG132-induced, luminescence 8 h; stronger effect = lower value; activity change, negative = inhibition, % at 7.5 µM (by protocol); actives 0.77% (n = 300,000);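 active = more than half of replicate wells show activity change below -50%, luminescence cut by over half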;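 note: luciferase reports HSF-1 transcriptional activity via heat shock element; 0% = median of DMSO wells and -100% = zero luminescence signal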
HSP90 inh: inhibitors of HSP90 luciferase refolding in rabbit reticulocyte lysate. actives 0.91% (n = 290,000). inhibition, % at 5.6 µM. AID 1789. luciferase refolding luminescence, 3 h;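 active = inhibition above the screen-wide mean plus 3 SD, computed separately per campaign, cut at about 16% in these data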;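 note: 0% = DMSO wells and 100% = 60 µM geldanamycin wells; inhibitors lower the luminescence because luciferase stays unfolded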
SKKanGAS inh: inhibitors of SKKanGAS S. pyogenes growth in kanamycin (SK-promoter or general growth effect); BacTiter-Glo, 6 h; inhibition, % at 7.5 µM; actives 1.3% (n = 300,000);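 active = mean replicate score, as percent of positive control median, at least 50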;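 note: strain carries kanamycin resistance gene driven by streptokinase promoter and grows in 40 µg/ml kanamycin; loss of luminescence reflects streptokinase promoter inhibition or plain growth inhibition; 0% = median of DMSO wells and 100% = positive control at its reference dose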
Numbers without * were called inactive; nt = not tested or not shown.

Fields – KLF5 inhibitor	AI-2 QS mod	IEC-6 cytotox	HSF1 activator	Platelet DG rel	aSyn UTR inh	HIF act	HSF1 inh	HSP90 inh	SKKanGAS inh
COc1cc(/C=N/n2cnc3scc(-c4cccs4)c3c2=O)cc(OC)c1OC
→ -2	1	-5	12	7	9	0.4	-8	1	20
COc1ccc2c(c1)C(=O)CC(c1ccc(OC)c(OC)c1)O2 (centres undefined)
→ -8	0	-1	-15	4	-4	-0.2	6	-2	-6
O=C(O)c1ccc(-n2nc(C(F)(F)F)cc2-c2cccs2)cc1
→ -39	32	-2	-3	6	7	-0.2	-2	1	1
Cc1ccc(S(=O)(=O)N(CC(=O)Nc2cccc([N+](=O)[O-])c2)C2CCCCC2)cc1
→ -10	35	-3	-10	-17	-21	-0.2	6	7	17
COc1ccccc1C(=O)C1CCCN(C(=O)c2ccccc2Cl)C1 (centres undefined)
→ -4	16	-3	17	-2	2	-0.4	2	2	-2
COc1cccc(-c2ccc(SCC(=O)N3CCN(c4ccccc4)CC3)nn2)c1
→ -29	15	3	-3	0	-8	1.8	-2	0	1
Cc1nonc1NC(=O)OCCN1CCOC1=O
→ -16	16	1	-21	11	6	0.2	-11	4	-3
NC(=O)Cn1c(=O)n(CC(=O)N2CCCCC2)c(=O)c2sccc21
→ 1	5	1	-3	19	-5	0.0	-8	0	-3
Cc1ccc(C)c(NC(=S)NCc2cccs2)c1
→ -2	4	-3	13	10	3	0.0	11	-2	-2
COc1ccc(CNC(=O)C2CCN(S(=O)(=O)N3CCCCC3)CC2)cc1
→ -1	9	-3	17	-4	8	0.2	-1	-9	3
CC(C)(C)C1CCC(=NNC(=S)NCc2ccccc2)CC1 (centres undefined)
→ -17	14	2	-3	2	-1	0.5	-11	-2	11
CCN(CC(=O)O)S(=O)(=O)c1cc(Cl)ccc1Cl
→ -3	11	0	-1	7	-11	-0.2	0	3	-4
C#CCOc1ccc(C2C(C#N)=C(N)Oc3cc(O)ccc32)cc1 (centres undefined)
→ -1	4	-1	3	-10	7	0.4	0	-5	12
Cc1cc(NC(=O)Nc2cc(Cl)sc2Cl)no1
→ -11	1	0	15	14	-29	2.0	9	3	-2
COc1cc2c(cc1OC)C(c1cccc(OC)c1OC)CC(=O)N2 (centres undefined)
→ -10	19	-2	-1	4	29	-0.1	-1	-3	-2
CCc1cc(=O)oc2c(CN3CCN(C)CC3)c(O)c(Cl)cc12
→ -13	4	5	-12	1	6	1.4	-2	0	3
COc1ccc(N(CC(=O)NCc2cccs2)S(=O)(=O)c2cccnc2)cc1
→ 1	11	3	9	21	-3	0.0	-1	1	-2
CCN1CCN(C(=O)c2ccc(Cn3c(=O)[nH]c4cc(OC)c(OC)cc4c3=O)cc2)CC1
→ -26	27	0	15	-1	9	-1.0	-8	6	-22
CC1=NN(Cc2ccccc2)C(=O)C1C(c1ccccc1)C(C#N)C#N (centres undefined)
→ -31	22	2	25	7	6	0.2	1	3	8
COc1ccc(CCNc2cc(N3CCN(C(=O)c4ccc(C)cc4)CC3)ccc2[N+](=O)[O-])cc1OC
→ -17	7	-2	15	-6	2	-0.8	6	2	0
CCCSC(=O)N(CC)CC(=O)Nc1c(CC)cccc1CC
→ 0	19	8	5	8	-2	-0.1	-15	3	-1
c1ccc(NC2=Nc3ccccc3CC2)cc1
→ -21	11	2	18	-114	-179	2.0	11	0	-3
COc1ccc(OCc2nnc(SCC(=O)NC3CCCCC3)o2)cc1
→ -23	21	-4	-1	-2	5	-0.1	4	0	-6
CCCOc1ccccc1NC(=O)/C=C/C(N)=O
→ 2	15	4	14	3	-16	-0.5	9	0	2
O=C(COC(=O)c1ccc([N+](=O)[O-])s1)Nc1cccc(S(=O)(=O)NC2=NCCCCC2)c1
→ -28	56	5	5	-1	7	-0.1	3	-2	7
COC(=O)C1=C(C(=O)OC)[C@@H]2N(C)c3ccc(OC)cc3[C@@]23C[C@@H](C(=O)OC)N(S(=O)(=O)c2ccc([N+](=O)[O-])cc2)C3=N1
→ nt	15	nt	2	-1	5	0.2	-1	nt	-3
CCSc1nc2sc3c(c2c(=O)[nH]1)CCCC3
→ -4	14	10	8	-3	-34	-0.1	3	3	0
Cc1cccc(-c2n[nH]c(=S)n2-c2ccccc2)c1[N+](=O)[O-]
→ -16	3	-13	-3	-8	21	0.3	0	-8	0
COc1ccccc1N(CC(=O)NCCSc1ccccc1)S(=O)(=O)c1ccccc1
→ -21	61	3	6	2	-3	0.5	4	2	5
O=C(CC1(O)C(=O)N(Cc2ccc3c(c2)OCO3)c2ccccc21)c1ccccc1 (centres undefined)
→ -12	22	-2	5	-1	-28	-0.7	2	1	2

Quoted at random: 2 records from the list, in no set order.
Fields – KLF5 inhibitor	AI-2 QS mod	IEC-6 cytotox	HSF1 activator	Platelet DG rel	aSyn UTR inh	HIF act	HSF1 inh	HSP90 inh	SKKanGAS inh
COc1ccc(N(CC(=O)NCc2cccs2)S(=O)(=O)c2cccnc2)cc1
→ 1	11	3	9	21	-3	0.0	-1	1	-2
COc1ccc(OCc2nnc(SCC(=O)NC3CCCCC3)o2)cc1
→ -23	21	-4	-1	-2	5	-0.1	4	0	-6

The list continues:
Fields – KLF5 inhibitor	AI-2 QS mod	IEC-6 cytotox	HSF1 activator	Platelet DG rel	aSyn UTR inh	HIF act	HSF1 inh	HSP90 inh	SKKanGAS inh
COc1ccc(C(=O)NC(=S)NC2CCCCC2)cc1
→ -127	0	0	20	-7	-137	3.6	1	0	-4
CC(C)C(=O)Nc1c(C(=O)N2CCN(c3ncccn3)CC2)oc2ccccc12
→ -17	-12	2	-6	-4	-4	0.5	-6	-5	-3
Cc1cc(CN(C)Cc2cn(C)nc2-c2ccc(Oc3ccccc3)cc2)on1
→ 14	-3	8	2	8	16	0.1	-5	-1	-5
CC1CCCCC1NC(=O)C(Cc1ccccc1)NS(=O)(=O)c1cccs1 (centres undefined)
→ -17	14	0	12	-6	6	-52	2	-1	-7
CCSc1nnc2ccc(-c3ccco3)nn12
→ -22	22	0	3	4	9	0.3	-6	-3	-6
CC(C)CCNC(=O)c1nn(Cc2ccccc2)c(=O)c2ccccc12
→ -19	nt	0	-10	10	-4	-0.5	-1	2	11
CCc1ccc(NC(=O)N2CCCCCC2)cc1
→ -159	18	4	13	6	-124	2.5	13	4	31
Cn1cnnc1SCc1ccc(C(=O)NN)cc1
→ -16	22	5	-14	3	-5	-0.3	-10	4	-4
COCCN1Cc2cccc(C(=O)NC(C)CCc3ccco3)c2C1=O (centres undefined)
→ -5	7	-3	3	-1	17	-0.3	-3	-3	5
O=C(CSC1CN(C(c2ccccc2)c2ccccc2)C1)N/N=C/c1ccccc1
→ -3	-3	3	-2	3	-19	-0.3	2	2	4
CC(=O)NN1C(=O)c2ccccc2NC1c1ccccc1O (centres undefined)
→ -47	20	-3	-6	2	1	-2.2	1	-2	2
COc1cc(CC(=O)OCC(=O)N2CCCCC2C)cc(OC)c1OC (centres undefined)
→ 5	34	-1	-2	13	0	0.2	-1	-7	2
C/C(=N\Nc1ccc([N+](=O)[O-])cc1[N+](=O)[O-])C(C)C(C)C (centres undefined)
→ -17	55	-5	4	4	14	-0.5	-3	4	8
Cc1cccc(OCCCCc2c(C)n[nH]c2C)c1C
→ -23	19	-3	16	-5	-23	0.0	7	-3	99*
COc1ccc(NC(=O)CN2CCCCC2)c([N+](=O)[O-])c1
→ -49	18	-4	-3	-4	-98	1.9	-3	0	3
NC(=O)N/N=C/c1cn(-c2ccccc2)nc1-c1ccccc1
→ -61	2	2	19	26	-36	1.4	7	-1	0
CCOc1ccccc1-c1noc(CCC(=O)Nc2cccnc2)n1
→ 12	14	-7	10	10	-6	-0.3	3	1	-2
NC(=O)c1ccc(OCC2CCCO2)cc1 (centres undefined)
→ 5	6	5	-14	10	13	0.3	1	4	2
COC(=O)c1c(C)oc(C)c1S(=O)(=O)NC(C)(C)C
→ 7	18	-4	-1	1	-7	-0.5	-2	-1	1
O=C(Nc1cccc(S(=O)(=O)N2CCCCC2)c1)Nc1ccc(Cl)cc1Cl
→ 13	54	-2	33	5	26	-0.4	15	-4	39
CCC(C)(C)NC(=O)C1CCC(CNS(=O)(=O)c2cccc3nsnc23)CC1 (centres undefined)
→ -22	13	-3	6	5	0	0.4	7	-1	-7
C#CCOCCOCCOCCNc1nc(N2CCN(C(=O)[C@H]([C@@H](C)CC)n3cc([C@@H](N)Cc4ccc(O)cc4)nn3)CC2)nc(N2CCN(C(=O)[C@H](Cc3cc4ccccc4[nH]3)n3cc([C@@H](N)C(C)CC)nn3)CC2)n1 (some centres undefined)
→ -18	22	-6	-4	1	-5	0.9	1	19*	12
COc1ccccc1N/C=C/C(=C(C#N)C#N)N(C)C
→ -13	3	4	8	-1	-3	0.1	-10	-2	6
CCN(CC(=O)N1CCN(Cc2ccccc2)CC1)S(=O)(=O)c1ccc(F)cc1
→ -16	1	2	11	13	3	0.2	1	1	-10
CC(=O)c1cc(NC(=O)c2cccc(C(F)(F)F)c2)c(=O)oc1C
→ -28	26	1	6	-1	-14	0.7	5	0	7
Cc1cc(=O)[nH]c(N/N=C/c2c(C)nn(-c3ccccc3Cl)c2Cl)n1
→ -29	nt	3	-33	16	-28	2.6	-27	-3	7
COc1ccc(-c2nc(C#N)c(NC(C)C)o2)cc1
→ -48	39	-2	34	-13	-68	2.6	21	-4	-11
O=C(CCN1CCN(CCO)CC1)Nc1cccc(Br)c1
→ -36	13	2	-15	5	7	0.1	-1	1	-7
N#C/C(=C\c1ccc(N2CCOCC2)o1)C(=O)Nc1ccc(O)cc1
→ -33	10	6	-7	2	-101	0.8	2	4	-22
Cc1ccc(O)c(N=Cc2ccc(C)s2)c1
→ 1	21	-12	-1	1	-27	-0.1	0	-6	5
CC(=O)NNc1[nH]c2c(c(=O)c1[N+](=O)[O-])c(=O)n(C)c(=O)n2C
→ 4	-1	-2	-11	2	1	-0.3	-6	1	10
CON1C(=O)C(=O)N(OC)C2CCCCCC21 (centres undefined)
→ -28	12	0	-13	0	-23	1.6	0	-2	-2
C/C(N)=C(/C#N)C(=O)CN1CCCCC1
→ -15	5	-3	nt	-4	1	0.3	nt	3	2
O=C(CCc1nnc(CCC2CCCCC2)o1)NCCc1ccccn1
→ -1	22	-1	7	0	11	0.1	-6	0	11
Cn1c(Cc2ccccc2)nnc1SCc1cc(=O)n2ccsc2n1
→ -9	24	-4	-1	3	-9	-0.1	-4	-7	1
COc1ccc(/C=C/c2nnc(NC(=O)COc3ccccc3)s2)cc1
→ -8	38	1	-10	0	-53	-0.1	-2	-3	3
Cc1cccc(C)c1N1CCN(C(=O)N2CCOCC2)CC1
→ -2	10	-5	-4	-5	5	-1.2	-2	4	9
COc1ccc(C2C=C(c3ccc(Br)cc3)Nc3nc(NS(C)(=O)=O)nn32)cc1 (centres undefined)
→ -21	25	1	-5	3	15	0.3	-10	2	28
CN(Cc1cc2ccccc2[nH]c1=O)S(C)(=O)=O
→ -2	9	-4	10	-1	14	0.0	3	-4	1
COc1ccc(-c2oc3ccccc3c2C(=O)OCc2ccc([N+](=O)[O-])cc2)cc1
→ -19	17	-5	-10	-2	-8	-3.3	-12	-5	8
S=C(NC1CCCCC1)N1CCc2ccccc2C1
→ -31	16	-3	-1	-18	-56	2.4	14	-7	4
